# HePTP inh = human HePTP phosphatase inhibition; P35236; recombinant HePTP phosphatase activity, OD absorbance; inhibition, % at 20 µM; 110,000 tested, 0.64% active; AID 521; in the data active = inhibition above about 50%;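 also: plate controls were vehicle for no effect and reference inhibitor for full effect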
# Target sequence (P35236 whole entry, looked up): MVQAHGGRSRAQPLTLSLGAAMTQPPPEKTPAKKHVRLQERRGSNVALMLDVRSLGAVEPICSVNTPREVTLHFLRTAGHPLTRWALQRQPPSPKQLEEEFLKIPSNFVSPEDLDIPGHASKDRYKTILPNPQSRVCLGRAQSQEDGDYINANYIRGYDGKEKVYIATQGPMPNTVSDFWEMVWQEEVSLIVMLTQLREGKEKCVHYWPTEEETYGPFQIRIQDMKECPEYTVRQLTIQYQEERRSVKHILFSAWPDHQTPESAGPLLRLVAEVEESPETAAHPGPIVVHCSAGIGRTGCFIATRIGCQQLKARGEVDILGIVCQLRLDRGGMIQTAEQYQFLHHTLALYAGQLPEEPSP
# BAP1 block = inhibitors of human BAP1 deubiquitinase; Q92560; recombinant BAP1, Ub-AMC hydrolysis fluorescence kinetic; hits give low values; activity remaining (% of control), % at 20 µM; 72,000 tested, 0.48% active; AID 436;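 active = activity remaining at or below 50% of control, provided the compound also passes the data quality filters; inactive = the rest, including low values that fail the filters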;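 also: 100% = DMSO wells rate and 0% = substrate alone blank rate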
# * marks the source's active call; other numbers are inactive results; x = no result given; & = joins results of further samples.
SMILES,HePTP inh,BAP1 block
Cc1[nH]c2ccc(C(=O)OCCN(C)C)cc2c1C,x,101
COC(=O)c1cc(NC2c3ncccc3C(=O)N2Cc2ccccc2)cc(C(=O)OC)c1 (stereo not drawn),0,90
COc1ccc(C(=O)Nc2cccc(NC(=O)c3ccco3)c2)cc1OC,x,65
COc1ccc(C2C(C#N)=C(N)Oc3cc(C)n(Cc4ccncc4)c(=O)c32)cc1 (stereo not drawn),-1,86
CCOc1cccc(NC(=O)Nc2cccc(C(F)(F)F)c2)c1,-5,x
Cc1ccc(NC(=O)COC(=O)c2ccc3c(c2)NC(=O)C2CCCN32)cc1C (stereo not drawn),1,x
CC1CCN(S(=O)(=O)c2cccc(C(=O)N(C)C3CCS(=O)(=O)C3)c2)CC1 (stereo not drawn),9,74
COc1cc(/C=C2/C(=O)NN(c3ccccc3)C2=O)ccc1O,-7,x
COCCCNC(=O)CCSc1ccc(Cl)cc1,8,94
CCCCn1cnc2c1c(=O)n(CC(=O)c1cc(C)n(C)c1C)c(=O)n2CC(C)C,7,97
Cc1ccc(S(=O)(=O)N2C(=O)CCC2C(=O)Nc2ccc3c(c2)OCCO3)cc1 (stereo not drawn),4,83
Cc1cccc(C(=O)Nc2sc3c(c2C(=O)N2CCCCC2)CCCCC3)c1,-1,x
Cc1ccccc1C(=O)NN1CCOCC1,-4,x
CN(C1CCS(=O)(=O)C1)S(=O)C12CC3CC(CC(C3)C1)C2 (stereo not drawn),-10&-2,107
COC(=O)c1ccc(C(=O)OC)c(NC(=O)COc2cc(C)ccc2C(C)C)c1,5,x
CC(C)CN(CC(C)C)C(=O)CN1C(=O)c2ccccc2C1=O,x,214
Cn1c(=O)[nH]c(=O)c2c1nc(N1CCc3ccccc3C1)n2CCSc1nc2ccccc2s1,1,x
CCCOc1nc2c(c(=O)n(C)c(=O)n2C)n1CC,6,x
COC(=O)c1[nH]c2ccc(C)cc2c1NC(=O)CN1CCN(Cc2ccccc2)CC1,4,51
CN1CCN(c2nc3cc(C(F)(F)F)ccc3n3cccc23)CC1,x,82
COc1ccccc1/C=C1\SC(=S)N(NC(=O)Cc2ccccc2)C1=O,8,x
OCCOCCOCCn1c2ccccc2c2ccccc21,7,110
Cc1ccc(C(C)(C)C)c(OCC(=O)Nc2ccccc2C(F)(F)F)c1,10,54
CCOC(=O)c1c(N)sc(C(=O)N2CCCCCC2)c1C,-8&-10,92
Cc1ccccc1C(=O)NN1C(=O)/C(=C\c2ccc(N(C)C)cc2)SC1=S,-11,x
O=C(c1ccc([N+](=O)[O-])cc1)N1CCN(CCCc2ccccc2)CC1,7,x
Nc1c(N2CCCCC2)c2ccccc2oc1=O,x,64
O=C(CC1Sc2ccccc2NC1=O)OCC(=O)N1CCc2ccccc21 (stereo not drawn),2,99
COC(=O)C1=C(C)N(C)C(C)=C(C(=O)OC)C1c1cccc(Br)c1,-3&5,87
Cc1ccc(F)cc1NC(=O)c1ccc2c(c1)OCO2,3,71
CCCc1ccccc1OCCNc1nc2c(c(=O)n(C)c(=O)n2C)n1C,6,x
COc1cccc(C2CC(c3ccc(Cl)cc3Cl)Nc3nc(N)nn32)c1 (stereo not drawn),-6,108
COc1cc(C(=O)Nc2c(C)cc(Br)cc2C)cc(OC)c1OC,6,x
CCOC(=O)C1CCCN(Cc2nc(N)nc(Nc3ccccc3)n2)C1 (stereo not drawn),8,73
COC(=O)c1ccccc1NC(=O)Cn1cc2c(n1)CCC(C)C2 (stereo not drawn),7,80
CCCCC(=O)Nc1ccc2c(c1)C(=O)NC2=O,-2,89
COc1ccc(/C=C/C(=O)NCC2(c3ccccc3)CCOCC2)cc1OC,-9,x
COc1ccccc1CN/C(C)=C(/C#N)C(=O)NCc1ccccc1,-12,x
CCOC(=O)C1=C(c2ccccc2)NC(=O)NC1c1ccc(CC)cc1 (stereo not drawn),-18,x
CC(/C=C/c1ccc2c(c1)OCO2)=N\NC(=O)COc1ccccc1[N+](=O)[O-],-12,x
Cc1cc2c(nn1)CCC/C2=N\O,0,112
COc1ccccc1COCC(O)CNCC1(N2CCCCC2)CCCCC1 (stereo not drawn),7,99
COc1ccc(NC(=O)c2cc(S(=O)(=O)N3CCCCC3)ccc2N2CCCCC2)cn1,-3,121
CCN(CC)CCCCCOc1ccccc1C,5,x
CCC(c1nnnn1Cc1cccs1)N1CCN(C2CCCC2)CC1 (stereo not drawn),1,96
COc1ccc(CN2C(=O)CCC2(C)C(=O)NC2CCCCCC2)cc1 (stereo not drawn),2,98
COCCN1C(=O)/C(=C\c2ccc(Cl)cc2Cl)C(C(=O)OC)=C1C,3,x
O=C1CC(c2ccccc2)CC(O)=C1C=NCc1ccco1 (stereo not drawn),0,98
COc1ccc(C(=O)CSc2nc(C)cc(C)c2C#N)cc1,x,84
CCCOc1ccccc1C1NC(=O)NC(C)=C1C(=O)OCCCBr (stereo not drawn),x,90
CC(NC(=O)c1ccc2c(c1)OCO2)C(c1cccs1)N1CCOCC1 (stereo not drawn),10,123
Cc1ccc(-c2nnc(NC(=O)Nc3ccc(Cl)cc3)s2)cc1,4,x
O=c1c2[nH]c3ccc(F)cc3c2ncn1CCN1CCOCC1,-4,67
COc1ccc(-c2cc(=O)n(-c3nc4ccccc4[nH]3)[nH]2)cc1,4,80
Cc1n[nH]c(=O)nc1NCc1ccco1,x,97
COC(=O)c1ccccc1NC(=O)CN1CCC(n2nnc3cc(F)ccc32)CC1,13,70
Cc1oc2c(cc(O)c3ccccc32)c1C(=O)c1ccccc1,3,x
COc1ccc(-c2cc(C(=O)O)c3ccccc3n2)c(OC)c1,-1,98
COc1ccccc1-c1c(C(F)(F)F)oc2cc(OC(=O)C(C)(C)C)ccc2c1=O,2,x
COc1cccc(/C=N/N2C(=O)c3cccc4cccc(c34)C2=O)c1OC,2,x
# Next records follow.
SMILES,HePTP inh,BAP1 block
COc1ccc(NC(=O)c2ccc(Br)o2)cc1OC,6,x
Cc1ccc(S(=O)(=O)Nc2ccccc2C(=O)Nc2cccc3c2C(=O)c2ccccc2C3=O)cc1,1,x
Nc1nc2n(n1)C(c1cccc(Cl)c1)CC(c1ccc(F)cc1)N2 (stereo not drawn),-3,89
O=C1N=C(c2ccccc2)S/C1=C\c1ccccc1,1,x
CC(C)CC(NC(=O)/C(=C\c1ccc(Cl)cc1)NC(=O)c1ccco1)C(=O)OCc1ccccc1 (stereo not drawn),-2,x
Cc1cccc2c1CC(C)(C)N=C2C1=C(O)CCCC1=O,4,114
COc1ccc2ccccc2c1C1CC(=O)N2CN(C)CSC2=C1C#N (stereo not drawn),-7,94
CC(C)CC(OC(=O)c1ccco1)C(=O)NC1CCCCC1 (stereo not drawn),1,104
O=C1CC(c2ccco2)Cc2nc(Nc3nc(-c4ccccc4)c4ccccc4n3)ncc21 (stereo not drawn),7,x
C=C(C)CSC1=C(C#N)C(c2ccsc2)CC(=O)N1 (stereo not drawn),8,60
c1ccc2c(c1)[nH]c1c(N3CCOCC3)ncnc12,1,101
CCOC(=O)c1nc(N2CCN(C(=O)OCC)CC2)c2c3c(sc2n1)CCCC3,1,x
COC(=O)c1cc(NC(=O)C2CC=CCC2C(=O)O)cc(C(=O)OC)c1 (stereo not drawn),2,124
CC(C)CNc1nc(-c2ccc(Cl)cc2)nc2ccccc12,-8,x
CCOC(=O)Cn1c2c(c(=N)c3ccccc31)CCC2,14,102
CCC(=O)Nc1ccc(Oc2ccc3c(c2)C(=O)NC3=O)cc1,4,99
CN(C)c1nc(Nc2ccc(Cl)cc2)nc(OCC#N)n1,0,114
CC(C)(C)c1ccc(C=NN2CCN(Cc3ccccc3Cl)CC2)cc1,9,x
COc1ccc(C2N=C(Nc3ccc(C)cc3)Nc3nc(C)cc(=O)n32)cc1 (stereo not drawn),15,94
O=C(CCCN1C(=O)c2ccccc2C1=O)N1CCC(c2ccccc2)C1 (stereo not drawn),-5,72

# 24 entries from above, tab-delimited.
SMILES	HePTP inh	BAP1 block
COc1ccc(-c2cc(=O)n(-c3nc4ccccc4[nH]3)[nH]2)cc1	4	80
Cc1n[nH]c(=O)nc1NCc1ccco1	x	97
COC(=O)c1ccccc1NC(=O)CN1CCC(n2nnc3cc(F)ccc32)CC1	13	70
Cc1oc2c(cc(O)c3ccccc32)c1C(=O)c1ccccc1	3	x
COc1ccc(-c2cc(C(=O)O)c3ccccc3n2)c(OC)c1	-1	98
COc1ccccc1-c1c(C(F)(F)F)oc2cc(OC(=O)C(C)(C)C)ccc2c1=O	2	x
COc1cccc(/C=N/N2C(=O)c3cccc4cccc(c34)C2=O)c1OC	2	x
COc1ccc(NC(=O)c2ccc(Br)o2)cc1OC	6	x
Cc1ccc(S(=O)(=O)Nc2ccccc2C(=O)Nc2cccc3c2C(=O)c2ccccc2C3=O)cc1	1	x
Nc1nc2n(n1)C(c1cccc(Cl)c1)CC(c1ccc(F)cc1)N2 (stereo not drawn)	-3	89
O=C1N=C(c2ccccc2)S/C1=C\c1ccccc1	1	x
CC(C)CC(NC(=O)/C(=C\c1ccc(Cl)cc1)NC(=O)c1ccco1)C(=O)OCc1ccccc1 (stereo not drawn)	-2	x
Cc1cccc2c1CC(C)(C)N=C2C1=C(O)CCCC1=O	4	114
COc1ccc2ccccc2c1C1CC(=O)N2CN(C)CSC2=C1C#N (stereo not drawn)	-7	94
CC(C)CC(OC(=O)c1ccco1)C(=O)NC1CCCCC1 (stereo not drawn)	1	104
O=C1CC(c2ccco2)Cc2nc(Nc3nc(-c4ccccc4)c4ccccc4n3)ncc21 (stereo not drawn)	7	x
C=C(C)CSC1=C(C#N)C(c2ccsc2)CC(=O)N1 (stereo not drawn)	8	60
c1ccc2c(c1)[nH]c1c(N3CCOCC3)ncnc12	1	101
CCOC(=O)c1nc(N2CCN(C(=O)OCC)CC2)c2c3c(sc2n1)CCCC3	1	x
COC(=O)c1cc(NC(=O)C2CC=CCC2C(=O)O)cc(C(=O)OC)c1 (stereo not drawn)	2	124
CC(C)CNc1nc(-c2ccc(Cl)cc2)nc2ccccc12	-8	x
CCOC(=O)Cn1c2c(c(=N)c3ccccc31)CCC2	14	102
CCC(=O)Nc1ccc(Oc2ccc3c(c2)C(=O)NC3=O)cc1	4	99
CN(C)c1nc(Nc2ccc(Cl)cc2)nc(OCC#N)n1	0	114

# The listing continues.
SMILES,HePTP inh,BAP1 block
O=C(NCc1cccnc1)c1ccc(Br)o1,-3,x
Cn1nnnc1SCC(=O)NCCc1ccc(Cl)cc1,8,135
CC1=C(C(=O)OCc2ccccc2)C(c2ccccc2[N+](=O)[O-])CC(=O)N1 (stereo not drawn),0,126
Cc1[nH]n(-c2ccccc2)c(=O)c1C=O,3,x
COc1c(Cl)cc(C(=O)Nc2cc(-c3nc4cc(Cl)ccc4o3)ccc2C)cc1Cl,1,x
O=C1/C(=C\c2cccnc2)CN(Cc2ccccc2)C/C1=C\c1cccnc1,7,x
O=S(=O)(CCc1nc2ccccc2o1)c1ccc(Cl)cc1,8&-18,94
O=C(Nc1cnc2sccn2c1=O)c1ccccc1Cl,-7,x
CCc1c(C)nc2ncnn2c1N1CCC(C(=O)NCc2cccc(OC)c2)CC1,4,60
CCOc1ccc(NC(=O)CN(c2ccc(Oc3ccccc3)cc2)S(C)(=O)=O)cc1,6,x
O=C(c1ccccc1)N1CCCCC(Sc2nnc3ccccn23)C1=O (stereo not drawn),4,108
COc1ccccc1-c1coc2c(CN3CCN(C)CC3)c(O)ccc2c1=O,5&8,x
O=C(c1ccc(F)cc1)N1CCN(Cc2ccc3c(c2)OCO3)CC1,2,67
COc1ccc(C2C(C(=O)NCc3ccccn3)c3cc(OC)c(OC)cc3C(=O)N2C)cc1 (stereo not drawn),7,x
COc1ccccc1N(CN1CCCC1=O)C(=O)c1c(F)cccc1Cl,12,97
Cc1ccc(-c2nn(C)c(=O)c3ccccc23)cc1CNC(=O)CN1CCOCC1,5,78
CCOc1ccccc1N1CCN(Cc2cccc(OC)c2O)CC1,-15,108
Cc1ccc(-c2cc(C(=O)Nc3c(C#N)cnn3C)no2)cc1,-4,113
CCc1nc2c(n1O)CCc1nonc1-2,4,111
COCCCNC(=O)/C=C/c1ccc(C)cc1,3,x
CCC(c1nnnn1Cc1ccco1)N1CCN(C(=O)c2ccco2)CC1 (stereo not drawn),-6,72
CCN(CC)c1ccc(NC(=O)c2ccco2)c(C)c1,9,65
O=S(=O)(Oc1ccc2ccccc2c1)c1ccc(F)cc1,6,x

# Source: PubChem BioAssay
